# Screening results: PubChem, National Center for Advancing Translational Sciences (NCATS)
# TDP43 rescue: inhibitors of TDP-43 toxicity in yeast. 410,000 tested, 1.8% active. AID 652104. TDP-43 expressing yeast growth rescue, BacTiter-Glo, 24 h. Potency, µM (top dose mostly 46.1 µM), for the others: at the top dose growth rescue (activation), hits mostly activators; also: potency is read from the fitted curve at half-maximal effect; % of control where 0% means no effect; nearly all actives have a fitted effect of over 50% in size
#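 Galactose-induced TDP-43 yeast, OD600=0.02, compound pinned; 24 hr, 30 deg C; BacTiter-Glo luminescence for growth. Inhibitors of TDP-43 toxicity read as activators.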
# PTHR1 agonist: PTHR1 (human) receptor agonism. Q03431. HEK293 GP2 PTHR1 cells, GloSensor cAMP luminescence, 1 h. Potency, µM (top dose mostly 115 µM), inactives show top-dose activation, usual class: activators. 410,000 tested, 0.075% active; also: potency is read from the fitted curve at half-maximal effect; nearly all actives have a fitted effect of over 55% in size; some results filed as inactive show a strong effect at the top dose; inactives centre near -15; many of its hits are not listed in these tables
# Target sequence (Q03431 whole entry, looked up): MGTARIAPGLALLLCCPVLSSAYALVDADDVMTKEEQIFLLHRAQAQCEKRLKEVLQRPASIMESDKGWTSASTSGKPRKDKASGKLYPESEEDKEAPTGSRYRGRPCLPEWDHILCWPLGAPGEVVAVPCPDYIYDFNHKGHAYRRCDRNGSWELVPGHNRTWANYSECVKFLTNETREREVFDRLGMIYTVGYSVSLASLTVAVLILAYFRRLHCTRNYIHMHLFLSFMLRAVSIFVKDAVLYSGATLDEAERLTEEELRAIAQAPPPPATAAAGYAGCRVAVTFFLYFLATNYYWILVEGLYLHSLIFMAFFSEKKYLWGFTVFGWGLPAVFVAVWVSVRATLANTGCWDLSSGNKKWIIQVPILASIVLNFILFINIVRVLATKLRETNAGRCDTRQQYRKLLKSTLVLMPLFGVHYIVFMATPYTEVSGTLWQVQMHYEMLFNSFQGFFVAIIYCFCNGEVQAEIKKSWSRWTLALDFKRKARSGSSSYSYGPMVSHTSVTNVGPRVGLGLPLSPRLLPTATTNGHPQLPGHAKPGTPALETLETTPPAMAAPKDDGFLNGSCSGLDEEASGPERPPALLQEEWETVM
#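 HEK-293-derived GP2 cells expressing PTHR1 and a GloSensor cAMP reporter, 3,000/well, plated overnight, given luciferin plus IBMX (each 0.5 mM as added) for 1 h at 37 °C, then compound for 1 h at 37 °C. Luminescence was read after 15 min at room temperature.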
# D3 antag: blocks the human D3 dopamine receptor; 360,000 tested, 2.5% active; D3R cells, DiscoveRx beta-arrestin luminescence, antagonist mode; hits give low values; AID 652054; max response, negative = inhibition, %; in the data active = max response below about -50%; inconclusive = no clear call, values can overlap the other calls; also: % is scaled to controls: 0 for no effect and ±100 for the full control effect; mostly tested at two doses, the higher about 12 µM
#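 Cells expressing the human receptor were seeded at 1500 cells/well, incubated overnight at 37 degrees C in 5% CO2, then exposed to library compounds with dopamine controls for 90 minutes at 37 degrees C before luminescent detection.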
# Akt phos inh: inhibitors of Akt phosphorylation. Neuro2A IGF-stimulated pAkt S473 HTRF, 20 min; hits give low values. activity change, % for hits at 50 µM. 360,000 tested, 0.32% active; in the data active = activity change below about -80%; inconclusive = mostly about -51% to -80%; also: % is scaled to controls: 0 for no effect and ±100 for the full control effect
#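 Single-point screen (50 µM final compound) in Neuro2A cells stimulated 20 min with 6 nM IGF at 37 deg C. After lysis, Ser473-phosphorylated Akt read by HTRF (ex 330 nm, em 615/665 nm) as the 665/615 ratio.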
# aSyn rescue: inhibitors of alpha-synuclein toxicity in yeast; AID 652106; 370,000 tested, 0.14% active; Potency, µM (top dose mostly 46.1 µM), inactives show at the highest dose growth rescue (activation), most hits filed as activators; Yeast expressing alpha-synuclein, growth rescue, BacTiter-Glo, 24 h; also: potency is read from the fitted curve at half-maximal effect; % of control where 0% means no effect; nearly all actives have a fitted effect of over 65% in size
#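 Screening used galactose-induced yeast with toxic alpha-synuclein levels, exposed to compound for 24 hr at 30 deg C. Cell growth, read with BacTiter-Glo luminescence, gave the measured signal.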
# Abeta rescue: A-beta toxicity reversal in yeast; 410,000 tested, 0.063% active; AID 1347071; Potency, µM (series often up to 46.1 µM), inactives show at the highest dose growth rescue, most hits filed as activators; yeast expressing A-beta42, growth rescue, OD600, 48 h; response scale: 0% DMSO, 100% iron-clioquinol control; also: potency is read from the fitted curve at half-maximal effect; nearly all actives have a fitted effect of over 55% in size
#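 Yeast growth medium received pinned compounds, then yeast cells expressing toxic A-beta were added; plates incubated at 30 C for 48 hr. Growth read as absorbance at 600 nm, normalized to DMSO and equimolar FeCl3 plus clioquinol controls.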
# FUS suppressor: FUS proteinopathy suppression in yeast. S. cerevisiae FUS-expressing, growth rescue, OD600, 24 h. Potency, µM (doses to about 76.6 µM), for inactives: at the highest dose growth rescue (activation), actives largely listed as activators. 390,000 tested, 0.24% active;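 also: potency is read from the fitted curve at half-maximal effect; plate controls were DMSO vehicle for no effect and reference control for full effect; nearly all actives have a fitted effect of over 55% in size; some results filed as inactive show a strong effect at the top dose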
#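 Yeast FUS proteinopathy model; galactose-induced FUS (2%), starting OD 0.005. Cpds in dilution series, 24hr, 30C, 99% humidity. Abs 600 nm growth. Pos ctrl CP55940 (top 92uM final); neg ctrl DMSO.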
# GLP-1R agonist: agonists of human GLP-1 receptor. AID 624172. 380,000 tested, 0.007% active. P43220. HEK293 GLP-1R CRE-luciferase, luminescence, 4-6 h; cells express a hypersensitive GLP-1R form. Potency, µM (titrated, usually from 45.6 µM), inactives show at the highest dose activation, actives largely listed as activators; also: potency is read from the fitted curve at half-maximal effect; % of control where 0% means no effect
# Target sequence (P43220 whole entry, looked up): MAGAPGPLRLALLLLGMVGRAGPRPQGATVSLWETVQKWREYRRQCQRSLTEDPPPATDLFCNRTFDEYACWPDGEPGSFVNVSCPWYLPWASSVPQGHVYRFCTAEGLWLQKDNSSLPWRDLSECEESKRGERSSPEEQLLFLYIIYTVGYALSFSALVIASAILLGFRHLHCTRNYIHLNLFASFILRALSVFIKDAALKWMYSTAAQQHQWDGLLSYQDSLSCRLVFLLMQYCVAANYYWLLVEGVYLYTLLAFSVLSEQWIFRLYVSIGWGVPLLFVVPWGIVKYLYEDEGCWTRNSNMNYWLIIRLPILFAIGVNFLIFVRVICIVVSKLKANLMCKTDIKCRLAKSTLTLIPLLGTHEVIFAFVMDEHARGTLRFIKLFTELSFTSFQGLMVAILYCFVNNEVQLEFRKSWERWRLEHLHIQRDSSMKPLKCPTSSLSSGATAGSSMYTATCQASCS
# GLP-1R inv ag: acts as inverse agonist at human GLP-1 receptor | P43220 | HEK293 GLP-1R CRE-luciferase, luminescence, 24 h; GLP-1R form is constitutively active | Potency, µM (highest dose often 38.3 µM), for the others: at the top dose activity change, negative = inhibition, most hits filed as inhibitors | 410,000 tested, 1.6% active | AID 624417; also: potency is read from the fitted curve at half-maximal effect; % is scaled to controls: 0 for no effect and ±100 for the full control effect; nearly all actives have a fitted effect of over 55% in size
#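 HEK293 cells stably co-expressing constitutively active GLP-1R and a cAMP-responsive luciferase reporter were seeded in DMEM with 10% Nu serum, given compounds after 12 h, and incubated 24 h at 37 deg C. Luminescence was then read.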
# An asterisk follows results filed as active; i = inactive; ? = inconclusive; . = not tested or not shown; & = joins results of further samples; [ ] = dose if it differs, or a comment. Unless noted, calls follow the shape of the dose curve; as a rule, active = well fitted curve in the direction sought with a large enough effect; inconclusive = small, poorly fitted or top-dose-only effect, or another doubt; inactive = no such curve, though single readings can be large; an effect the other way counts as inactive or inconclusive.
SMILES,TDP43 rescue,PTHR1 agonist,D3 antag,Akt phos inh,aSyn rescue,Abeta rescue,FUS suppressor,GLP-1R agonist,GLP-1R inv ag
COc1ccc(Cl)cc1CN1CCOCC1,12%,-2%,-20,i,7%,0%,-7%,-6%,-3%
COCCCNC(=O)c1cc(S(=O)(=O)N2CCOCC2)ccc1SCc1cccc(OC)c1OC,-3%,-22%,-8,i,-1%,-7%,3%,4%,15%
COc1ccc(NC(=O)NCc2ccccn2)c(OC)c1,11%,-19%,2,i,-5%,-15%,0%,4%,4%
CCN(CC)S(=O)(=O)c1ccc2c(c1)nc(SCc1nc3ccsc3c(=O)[nH]1)n2CC,-3%,-5%[57.5 µM],38,i,8%,16%,28%,8%,-6%
Cc1nnnn1CC(=O)Nc1cccc([N+](=O)[O-])c1,0%,-5%,-20,i,-4%,6%,25%,0%,16%
CCOc1ccc2[nH]c(=O)c(C(c3nnnn3CC3CCCO3)N3CCc4ccccc4C3)cc2c1 (stereo unspecified),-14%,i,-13,i,5%,16%,31%,7%,0%
COCCCNC(=O)Cn1nc(-c2ccccc2OC)ccc1=O,-22%,-5%,7,i,-7%,9%,.,1%,345%[activator]
Cc1[nH]c2nc3ccccc3n2c(=O)c1CCC(C)C,7%,i,18,i,-6%,4%,-17%,0%,40%[activator]
Cc1occc1-c1nnc(SCc2nnc(-c3ccc(Cl)cc3)o2)n1C,0%,-9%[57.5 µM],5,i,18%,-6%,3%,4%,11%
CCOC(=O)C1=C(CN2CCN(CC)CC2)NC(=O)NC1c1ccc(Cl)cc1 (stereo unspecified),10%,i,.,.,.,-5%,-28%,0%,-24%
O=C(Nc1ccc(OC(F)F)cc1)c1cc[n+]([O-])cc1,-1%,i,-8,i,-1%,-3%,17%,10%,-11%
COc1ccc(CSc2nnnn2-c2ccc(C(=O)O)cc2)cc1,6%,i,8,i,15%,15%,-7%,-3%,3%
CCCc1nnc(NC(=O)CN2CCN(C)CC2)s1,15%,i,-13,i,5%,-9%,-6%,-2%,1%
O=C(c1ccc([N+](=O)[O-])cc1)N1CCSC1c1cccc(Cl)c1 (stereo unspecified),2%,-60%[inhibitor],-27,i,9%,-10%,-1%,5%,?
CC(=O)Nc1ccc(NS(=O)(=O)c2ccc(Cl)s2)cc1,-13%[0.397 µM],i,2,i,4%,-27%&-4%,9%&10%,0%&-1%,38%&5%[activator]
CCn1c(COc2ccccc2)nnc1SCC(=O)NC1CC1,10%,i,5,i,10%,7%,-2%,-6%,1%
COC(=O)CCN(C(=O)c1ccc([N+](=O)[O-])cc1)c1ccccn1,10%,-14%,6,i,2%,-12%,-10%,-1%,6%
CCCCCCCCCCCCCCCC[N+](C)(C)CCl,-93%[inhibitor],-39%[inhibitor],3,i,?,-81%[inhibitor],.,-27%,3.5µM*
CC(=O)NCC1CCCN(Cc2cn(-c3ccccc3F)nc2-c2cc(C)sc2C)C1 (stereo unspecified),-3%,i,-24,i,7%,3%,-6%,-1%,?
O=c1[nH]c(CSc2ccccn2)nc2c1cnn2-c1ccccc1,?,-10%,-3,i,-14%,-14%,-14%,20%,18%
CCN(C1CCCCC1)S(=O)(=O)c1cn(C)c(=O)n(C)c1=O,?,i,-21,i,-5%,-1%,-20%,9%,-11%
COc1ccc(-c2nnn(CC(=O)NCc3ccccc3)n2)cc1OC,-5%,i,8,i,3%,0%,14%,-1%,1%
C#CC(=O)N(c1ccc(OC)cc1OC)C(C(=O)NC1CCCC1)c1cccs1 (stereo unspecified),-25%,-93%[inhibitor],-51*,i,10%,-8%,1%,-5%,?
CC(C)C(=O)Nc1ccc(Sc2ccc(F)cc2)cc1,?,-9%[57.5 µM],40,i,-20%,12%,9%,8%,?
O=C(CS(=O)(=O)c1ccccc1)Nc1nc(-c2ccccc2)cs1,?,i,22,i,-1%,-10%,38%,1%,?
CCCCCCCn1c(=N)n(CC(O)c2ccco2)c2ccccc21 (stereo unspecified),0%,-20%,9,i,1%,-7%,34%,4%,11µM*
CSc1nc(N)c2cn[nH]c2n1,22%,i,-8,i,9%,5%,-13%,10%,21%
CCOC(=O)CSc1nc2sc3c(c2c(=O)n1-c1ccc(OC)cc1)CC(C(C)C)OC3 (stereo unspecified),?,i,.,.,.,-2%,8%,.,-7%
O=C(Nc1cc(C2CC2)nn1-c1ccccc1)c1ccc(F)cc1,30%,-11%,21,i,6%,1%,-13%,16%,0%
CCc1c(C)nc2ccc(Br)cc2c1Cl,4%,-3%[57.5 µM],3,i,1%,-8%,1%,0%,6%
CC(=O)Nc1ccc(/C=N\NC(=O)CNS(=O)(=O)c2ccc([N+](=O)[O-])cc2)cc1,22%,i,1,i,-3%,-12%,-9%,10%,-1%
O=Cc1cc2ccccc2nc1SCc1ccc(Cl)cc1,-19%,-6%,?,i,13%,-13%,.,4%,0%
Cc1cccc(C)c1NC(=O)CN(C)CC(=O)N(C)CC(=O)Nc1ccccc1Br,11%,i,-14,i,7%,0%,-5%,3%,-13%
Cc1ccc(-n2nc(C(=O)O)cc2-c2ccccc2Cl)cc1,-4%,i,-4,i,20%,-7%,20%,0%,0%
COCCCN1CCN(C2Cc3ccccc3Sc3ccc(Cl)cc32)CC1 (stereo unspecified),-21%,i,-97*,i,12%,-13%,.,8%,0%
Cc1ccc(NC(=O)c2cc3nc(C)cc(C)n3n2)cc1,3%,-13%[57.5 µM],-9,.,5%,-2%,24%,2%,?
O=C(COC(=O)c1ccccc1SCC(=O)N1CCCC1)NC1CCS(=O)(=O)C1 (stereo unspecified),-19%,-2%,2,i,-3%,-8%,19%,3%,-8%
O=C(Nc1ccc(S(=O)(=O)Nc2ccccn2)cc1)c1ccc(Cl)cc1Cl,4%,-12%,-2,i,-1%,7%,11%,12%,-1%
O=C(/C=C/c1ccccc1)NNC1=NS(=O)(=O)c2ccccc21,16%,-7%,11,i,2%,1%,-34%,-1%,0%
CCOC(=O)c1[nH]c2ccccc2c1NC(=S)Nc1cccc(C)c1,11%,-2%,-53*,i,4%,24%,23%,-1%,-4%
O=C(Nc1ccc(S(=O)(=O)Nc2nccs2)cc1)c1nn(-c2ccc(F)cc2)ccc1=O,9%,i,-6,i,4%,4%,-4%,-6%,0%
COc1ccc(CCN2CC(C(=O)N(C)Cc3ccc4nsnc4c3)CCC2=O)cc1 (stereo unspecified),25%,i,19,i,5%,2%,.,-3%,2%
CSc1ccc(C(=O)C2CCCN(C(=O)CCCn3cncn3)C2)cc1 (stereo unspecified),20%,10%,-3,i,1%,15%,-6%,11%,2%
COc1ccc(CCNc2cc(=O)[nH]c(N)n2)cc1,-3%,i,-16,i,-5%,-1%,?,26%,0%
Cn1cncc1C#Cc1c(C=O)n(C)c2ccccc12,-11%,i,6,i,-10%,-38%[inhibitor],-11%,15%,10%
CCCC(=O)NNC(=O)CCC(=O)Nc1ccccc1Cl,0%,-5%,4,i,-1%,8%,-28%,-3%,11%
CCCCC(OC(=O)CN1C(=O)COc2ccccc21)C(=O)NC1CCCCC1 (stereo unspecified),-18%,-59%[inhibitor],-24,i,-6%,-1%,19%,7%,?
N#Cc1ccccc1Cn1c(=O)n(Cc2ccc(C(=O)NC3CCN(Cc4ccccc4)CC3)cc2)c(=O)c2ccccc21,?,-48%[inhibitor],.,.,.,8%,-6%,0%,5%
COc1ccc(-n2nc(C(=O)NCC(=O)N3CCCCCC3)c3ccccc3c2=O)c(OC)c1,1%,i,2,i,7%,-3%,-10%,13%,7%
COc1cccc(CN2CCNC(=O)C2CC(=O)O)c1OC (stereo unspecified),2%,-48%,-6,i,-1%,6%,-12%,-6%,-3%
COc1ccccc1NC(=S)NNC(=O)c1cc(C)nn1C,16%,-4%[57.5 µM],-70*,i,1%,1%,2%,-7%,7%
Cc1nn(C)cc1-c1n[nH]c(=S)n1-c1ccc(F)cc1,14%,i,-18,i,3%,9%,12%,-1%,29%
O=S(=O)(CCNCc1ccco1)NC1CCCCC1,5%,-15%,6,i,-7%,-14%,-16%,-4%,1%
CCN(CC)CC#CCOC(c1ccccc1)c1ccccc1,7%,i,-26,i,-1%,-18%,1%,11%,5.6µM*
O=C(NCc1nnnn1-c1ccccc1)c1ccc2ccccc2c1,?,-89%[inhibitor],-6,i,1%,-5%,-15%,-2%,4%
Cc1cccc(C(=O)NCC(=O)N2CCN(S(=O)(=O)c3ccccc3)CC2)c1,-18%,-3%,19,i,6%,3%,0%,1%,0%
O=C(Nc1ccc(NC(=O)c2cccs2)cc1)c1ccc(Cl)cc1,9%,i,.,.,.,-8%,-23%,.,5%
O=C(NCc1nc2ccccc2[nH]1)c1cc2ccccc2oc1=O,-15%,i,-12,i,-1%,-15%,31%,4%,11%

# Shown with values under each structure: three of the compounds above
# Below each SMILES – TDP43 rescue | PTHR1 agonist | D3 antag | Akt phos inh | aSyn rescue | Abeta rescue | FUS suppressor | GLP-1R agonist | GLP-1R inv ag
> Cc1nn(C)cc1-c1n[nH]c(=S)n1-c1ccc(F)cc1
 : 14% | i | -18 | i | 3% | 9% | 12% | -1% | 29%
> O=S(=O)(CCNCc1ccco1)NC1CCCCC1
 : 5% | -15% | 6 | i | -7% | -14% | -16% | -4% | 1%
> CCN(CC)CC#CCOC(c1ccccc1)c1ccccc1
 : 7% | i | -26 | i | -1% | -18% | 1% | 11% | 5.6µM*

# Not all compounds are listed; rates above refer to the full screens.
